aSyn yeast inh = inhibitors of alpha-synuclein toxicity in yeast | Yeast expressing alpha-synuclein, growth rescue, BacTiter-Glo, 24 h | Potency, µM (doses to about 46.1 µM), for inactives: at the top dose growth rescue (activation), usual class: activators | 0.14% of 370,000 active; note: potency is the fitted concentration of half-maximal effect; % of control where 0% means no effect; nearly all actives have a fitted effect of over 65% in size
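Galactose-induced alpha-syn yeast (OD600=0.02, raffinose-pregrown) + pinned cpd, 24 hr, 30 deg C; growth by BacTiter-Glo luminescence. Growth restoration scores as activation.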
TDP43 rescue = TDP-43 toxicity inhibition in yeast; TDP-43 expressing yeast growth rescue, BacTiter-Glo, 24 h; Potency, µM (doses to about 46.1 µM), for inactives: at the top dose growth rescue (activation), hits mostly activators; 1.8% of 410,000 active; AID 652104; note: potency is the fitted concentration of half-maximal effect; % of control where 0% means no effect; nearly all actives have a fitted effect of over 50% in size
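Galactose-induced TDP-43 yeast, OD600=0.02, compound pinned; 24 hr, 30 deg C; BacTiter-Glo luminescence for growth. Inhibitors of TDP-43 toxicity read as activators.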
GLP1R ag = GLP-1 receptor (human) agonism; 0.007% of 380,000 active; Potency, µM (top dose mostly 45.6 µM), inactives show at the top dose activation, usual class: activators; HEK293 GLP-1R CRE-luciferase, luminescence, 4-6 h; cells express a hypersensitive GLP-1R form; P43220; note: potency is the fitted concentration of half-maximal effect; % of control where 0% means no effect
Target sequence (P43220 whole entry, looked up): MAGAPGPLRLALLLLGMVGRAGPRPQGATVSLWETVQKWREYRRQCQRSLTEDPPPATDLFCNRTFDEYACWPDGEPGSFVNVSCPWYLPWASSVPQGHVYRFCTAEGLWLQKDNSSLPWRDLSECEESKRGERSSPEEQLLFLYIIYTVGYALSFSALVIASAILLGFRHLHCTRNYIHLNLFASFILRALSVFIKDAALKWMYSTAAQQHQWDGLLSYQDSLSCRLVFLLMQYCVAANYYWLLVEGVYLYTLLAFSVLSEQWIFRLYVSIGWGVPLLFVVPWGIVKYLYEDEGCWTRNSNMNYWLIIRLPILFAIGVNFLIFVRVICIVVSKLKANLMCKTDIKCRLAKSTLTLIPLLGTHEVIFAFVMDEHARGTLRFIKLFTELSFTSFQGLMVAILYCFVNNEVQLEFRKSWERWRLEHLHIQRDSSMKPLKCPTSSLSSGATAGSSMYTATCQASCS
Abeta yeast res = A-beta toxicity reversal in yeast; yeast expressing A-beta42, growth rescue, OD600, 48 h; response scale: 0% DMSO, 100% iron-clioquinol control; Potency, µM (top dose mostly 46.1 µM), inactives show at the highest dose growth rescue, most hits filed as activators; 0.063% of 410,000 active; note: potency is the fitted concentration of half-maximal effect; nearly all actives have a fitted effect of over 55% in size
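Growth rescue measured by 600 nm absorbance after 48 h yeast culture at 30 C with compound. Values normalized between DMSO and an equimolar ferric chloride plus clioquinol control.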
PTHR1 ag = activates the human parathyroid hormone receptor PTHR1; Q03431; HEK293 GP2 PTHR1 cells, GloSensor cAMP luminescence, 1 h; Potency, µM (highest dose often 115 µM), for the others: at the top dose activation, usual class: activators; 0.075% of 410,000 active; AID 743266; note: potency is the fitted concentration of half-maximal effect; nearly all actives have a fitted effect of over 55% in size; some results filed as inactive show a strong effect at the top dose; inactives centre near -15; many of its hits are not listed in these tables
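HEK-293-derived GP2 cells expressing PTHR1 and a GloSensor cAMP reporter, 3,000/well, plated overnight, given luciferin plus IBMX (each 0.5 mM as added) for 1 h at 37 °C, then compound for 1 h at 37 °C. Luminescence was read after 15 min at room temperature.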
D3 antag = D3 dopamine receptor (human) antagonism; P35462; max response, negative = inhibition, %; D3R cells, DiscoveRx beta-arrestin luminescence, antagonist mode; stronger effect = lower value; 2.5% of 360,000 active; in the data active = max response below about -50%; inconclusive = no clear call, values can overlap the other calls; note: % is set by controls: 0 for no effect and ±100 for the full control effect; mostly tested at two doses, the higher about 12 µM
Target sequence (P35462 whole entry, looked up): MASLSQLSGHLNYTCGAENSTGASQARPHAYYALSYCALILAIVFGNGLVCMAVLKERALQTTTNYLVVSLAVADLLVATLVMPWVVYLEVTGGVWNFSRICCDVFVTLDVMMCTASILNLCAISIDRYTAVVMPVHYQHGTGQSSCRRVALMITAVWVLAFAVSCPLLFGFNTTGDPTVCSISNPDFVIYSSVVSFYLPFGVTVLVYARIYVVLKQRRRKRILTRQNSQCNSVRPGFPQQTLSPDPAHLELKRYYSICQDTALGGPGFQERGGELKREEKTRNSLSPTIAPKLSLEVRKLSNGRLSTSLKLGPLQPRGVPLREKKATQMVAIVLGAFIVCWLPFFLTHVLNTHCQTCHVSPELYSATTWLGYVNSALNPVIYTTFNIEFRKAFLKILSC
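Cells expressing the human receptor were seeded at 1500 cells/well, incubated overnight at 37 degrees C in 5% CO2, then exposed to library compounds with dopamine controls for 90 minutes at 37 degrees C before luminescent detection.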
pAkt inh = blocks phosphorylation of Akt | Neuro2A IGF-stimulated pAkt S473 HTRF, 20 min; stronger effect = lower value | activity change, % for hits at 50 µM | 0.32% of 360,000 active | AID 651550; in the data active = activity change below about -80%; inconclusive = mostly about -51% to -80%; note: % is set by controls: 0 for no effect and ±100 for the full control effect
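Neuro2A cells (4,500/well, DMEM with 0.5% FBS) were treated with compound at a single 50 µM final concentration, stimulated with 6 nM IGF for 20 min at 37 °C, and lysed. Phospho-Akt Ser473 was read by HTRF as 665/615 ratio ×10^4.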
FUS yeast rescue = FUS proteinopathy suppression in yeast; 0.24% of 390,000 active; S. cerevisiae FUS-expressing, growth rescue, OD600, 24 h; Potency, µM (doses to about 76.6 µM), without a hit: at the top dose growth rescue (activation), most hits filed as activators; AID 1347120;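 note: potency is the fitted concentration of half-maximal effect; plate controls were DMSO vehicle for no effect and reference control for full effect; nearly all actives have a fitted effect of over 55% in size; some results filed as inactive show a strong effect at the top dose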
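Compound concentration series was pinned onto galactose-induced FUS-expressing yeast seeded at OD 0.005. Plates sat 24hr at 30C; absorbance at 600 nm gave growth. DMSO served as background control.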
GLP1R inv ag = inverse agonists of human GLP-1 receptor; P43220; HEK293 GLP-1R CRE-luciferase, luminescence, 24 h; GLP-1R form is constitutively active; Potency, µM (series often up to 38.3 µM), without a hit: at the highest dose activity change, negative = inhibition, most hits filed as inhibitors; 1.6% of 410,000 active; AID 624417; note: potency is the fitted concentration of half-maximal effect; % is set by controls: 0 for no effect and ±100 for the full control effect; nearly all actives have a fitted effect of over 55% in size
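Using stably transfected HEK293 (constitutively active GLP-1R, cAMP-luciferase reporter), compounds were incubated 24 hr and luciferase measured by luminescence.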
The depositor's hits bear a star; i = inactive; ? = inconclusive; · = no result given; [ ] = dose if it differs, or a comment. Unless noted, calls come from the whole dose curve; as a rule, active = well fitted curve in the direction sought with a large enough effect; inconclusive = small, poorly fitted or top-dose-only effect, or another doubt; inactive = no such curve, though single readings can be large; an effect the other way counts as inactive or inconclusive. Not all compounds are listed; rates above refer to the full screens.

SMILES	aSyn yeast inh	TDP43 rescue	GLP1R ag	Abeta yeast res	PTHR1 ag	D3 antag	pAkt inh	FUS yeast rescue	GLP1R inv ag
COc1ccc2cc(C(=O)O)n(CC(=O)c3ccccc3)c2c1	2%	3%	-4%	18%	i	5	i	41%	-11%
Cc1ccc(S(=O)(=O)N[C@H](CO)C(C)C)cc1	0%	8%	·	-2%	i	-14	i	-13%	17%
Cc1ccc(CNC(=O)CSc2nc3ccccc3nc2Cc2ccc(C)cc2)cc1	·	24%	-1%	-7%	i	·	·	10%	-19%
Cc1nc2ccc([N+](=O)[O-])cc2c(=O)n1Cc1ccccc1Br	2%	?	-2%	34%	i	2	i	-15%	?
O=C(O)c1cc(Sc2ccc(Br)cc2)nc2ccccc12	?	11%	-2%	2%	i	13	i	-22%	-12%
O=S(=O)(NCC1CCCO1)c1ccc(S(=O)(=O)N(Cc2ccc(F)cc2)Cc2ccco2)cc1 (stereo unspecified)	0%	17%	0%	11%	-36%[inhibitor]	8	i	·	-2%
N/C(=N\OC(=O)c1ccc(Cl)cc1[N+](=O)[O-])c1ccccn1	-15%	-86%[inhibitor]	1%	-43%[inhibitor]	-62%[inhibitor]	-4	i	27%	?
O=C(c1cc2ccc([N+](=O)[O-])cc2oc1=O)N1CCOCC1	0%	4%	0%	0%	i	14	i	-5%	3%
CC(C)c1[nH]nc2c1C1(CCN(Cc3ccccc3)CC1)C(C#N)=C(N)O2	-14%	?	0%	20%	i	-92*	i	-6%	-9%
Cc1ccc(NC(=O)Cc2ncc(C(F)(F)F)cc2Cl)cc1Cl	3%	11%	-3%	23%	-21%	0	i	-5%	-29%
O=C(Nc1cccc(C(=O)N2CCN(c3ccccc3)CC2)c1)c1nsc2ccccc12	·	?	·	0%	-4%	·	·	0%	49%[activator]
O=C(NCc1ccco1)c1ccc(CS(=O)Cc2cccc(Cl)c2)o1 (stereo unspecified)	1%	1%	5%	5%	-16%	3	i	-2%	-1%
COc1cccc(C(=O)NCC(=O)N2CCC(C)CC2)c1	9%	13%	-1%	20%	i	20	·	-16%	13%
CCOC(=O)C1CCCN(C(=O)COc2ccc(C(C)(C)C)cc2)CC1 (stereo unspecified)	6%	26%	4%	6%	-33%[inhibitor]	16	i	29%	?
Cc1ccc(Cn2c(CNC(=O)c3ccc(Cl)c([N+](=O)[O-])c3)nc3cccnc32)cc1	·	-6%	·	-10%	-17%	·	·	33%	15%
COCC(C)n1c(C)cc(C(=O)COC(=O)c2nn(C)c(=O)c3ccccc23)c1C (stereo unspecified)	-2%	-6%	1%	10%	-63%[inhibitor]	6	i	24%	20%
Cc1ccc(-c2cn(-c3ccc(Cl)cc3)c(S(=O)(=O)CC(=O)Nc3ccccc3)n2)cc1	·	?	·	24%	-51%	·	·	?	?
C[C@H](CO)N1C[C@H](C)[C@@H](CN(C)Cc2ccc3cccnc3c2)OCc2cnnn2CCCC1=O	0%	7%	6%	-8%	-8%	4	i	-23%	1%
COc1cccc(C(=O)OC2CCCN(C)C2)c1 (stereo unspecified)	2%	4%	4%	-9%	-2%	9	i	-10%	-23%
Cc1cc(C)nc(NS(=O)(=O)c2ccc(NC(=S)NC(=O)C(C)C)cc2)n1	-2%	-2%	-1%	-9%	i	-19	i	11%	-1%
COc1ccccc1OCCCCN1CCCCC1	12%	7%	-6%	1%	-5%	?	i	-29%	-1%
O=C(N/N=C/c1cc2c(cc1Cl)OCO2)c1ccccn1	-11%	-2%	-9%	-1%	-5%[57.5 µM]	-21	i	2%	0%
CC(C)c1nc2ccc(Br)cn2c1NC1CCCC1	-4%	-5%	-2%	1%	-14%	1	i	-18%	7%
O=C(COc1cccc(Br)c1)N/N=C/c1ccc2c(c1)OCCO2	-4%	18%	4%	-5%	i	8	i	4%	8%
COc1ccc(Nc2cc(C(=O)NCc3ccccc3)c3ccccc3n2)cc1	·	9%	·	-12%	-18%	·	·	-4%	-20%

Profiles, looked up by structure.
Cc1cc(C)nc(NS(=O)(=O)c2ccc(NC(=S)NC(=O)C(C)C)cc2)n1 is entered as aSyn yeast inh: -2%; TDP43 rescue: -2%; GLP1R ag: -1%; Abeta yeast res: -9%; PTHR1 ag: i; D3 antag: -19; pAkt inh: i; FUS yeast rescue: 11%; GLP1R inv ag: -1%
O=C(COc1cccc(Br)c1)N/N=C/c1ccc2c(c1)OCCO2 is entered as aSyn yeast inh: -4%; TDP43 rescue: 18%; GLP1R ag: 4%; Abeta yeast res: -5%; PTHR1 ag: i; D3 antag: 8; pAkt inh: i; FUS yeast rescue: 4%; GLP1R inv ag: 8%

Reprinted at random: 2 records from the list, in no set order.
SMILES	aSyn yeast inh	TDP43 rescue	GLP1R ag	Abeta yeast res	PTHR1 ag	D3 antag	pAkt inh	FUS yeast rescue	GLP1R inv ag
COc1ccc2cc(C(=O)O)n(CC(=O)c3ccccc3)c2c1	2%	3%	-4%	18%	i	5	i	41%	-11%
Cc1cc(C)nc(NS(=O)(=O)c2ccc(NC(=S)NC(=O)C(C)C)cc2)n1	-2%	-2%	-1%	-9%	i	-19	i	11%	-1%

Later entries
SMILES	aSyn yeast inh	TDP43 rescue	GLP1R ag	Abeta yeast res	PTHR1 ag	D3 antag	pAkt inh	FUS yeast rescue	GLP1R inv ag
O=C(COC(=O)c1cc(S(=O)(=O)N2CCCCC2)ccc1N1CCOCC1)NC1CCS(=O)(=O)C1 (stereo unspecified)	2%	-21%	3%	-8%	i	1	i	-4%	12%
CC(C)CC1(C)NC(=O)N(CC(=O)Nc2ccccc2Br)C1=O (stereo unspecified)	-6%	-22%	9%	-6%	i	-6	i	2%	?
CC(Nc1ccccc1CO)C(=O)Nc1cccc(Cl)c1Cl (stereo unspecified)	1%	4%	0%	1%	-5%	3	i	11%	?
Cc1ccc2c(c1)c(=O)c(Br)c(C)n2Cc1ccccc1	3%	20%	24%	-9%	i	19	i	·	-15%
CC[C@H](C)[C@@H]1NC(=O)c2cc([N+](=O)[O-])cc(I)c2SC[C@@H](C(N)=O)NC(=O)[C@H](CCCCN)NC1=O	1%	-8%	-4%	-11%	-2%	18	i	-18%	8%
CC(C)C[C@H]1CNC(=S)N1CC1CCN(CCCC2CCCC2)CC1	-3%	10%	-1%	7%	-33%[inhibitor]	-63*	i	-4%	?
CCOC(=O)C1CCCN(C(=O)CNS(=O)(=O)c2ccc(Br)s2)C1 (stereo unspecified)	0%	-18%	1%	-3%	i	-16	i	22%	-1%
CC1(C)CC(CCNC(=O)c2ccc(-n3cnnn3)cc2)CC(C)(C)N1	5%	-7%	-5%	10%	-4%	-16	i	-22%	-10%
O=C(O)c1ccc(N2CCCCC2)cc1O	2%	16%	-7%	20%	-1%	22	i	-21%	-3%
CCOc1ccc(-n2ccnc2SCC(=O)Nc2nc3ccc(C)cc3s2)cc1	·	30%	·	-5%	-42%[inhibitor]	·	·	2%	-4%
O=S(=O)(c1ccccc1)c1ccc(NCc2ccco2)cc1	14%	14%	17%	15%	-4%[57.5 µM]	14	i	17%	?
O=C(c1ccco1)N1CCN(Cc2ccc(F)cc2Cl)CC1	2%	6%	-2%	4%	-34%[inhibitor]	0	i	-9%	-4%
O=[N+]([O-])c1ccc(N2CCN(c3ccccc3Cl)CC2)cn1	5%	10%	11%	1%	-29%	2	i	-14%	19%
CCN(C(=O)COc1ncnc2sccc12)c1ccccc1	2%	-13%	5%	-11%	i	4	i	-4%	0%
Cc1nnc(SCC(=O)N2CCN(S(=O)(=O)c3ccc(Cl)cc3)CC2)[nH]c1=O	11%	-4%	-14%	13%	i	12	i	4%	1%
CCc1nn(CC(=O)N2CCN(c3ccc(OC)cc3)CC2)c(=O)c2cc3sccc3n12	·	-17%	·	-15%	0%	·	·	24%	9%
COc1ccc(NC(=O)N(C)C[C@@H]2OCc3ccccc3-c3c(n(C)c4ccccc34)C(=O)N([C@H](C)CO)C[C@H]2C)c(OC)c1	4%	25%	8%	6%	-32%[inhibitor]	-4	i	?	?
CC(=O)CSc1nnc(Cc2ccc([N+](=O)[O-])cc2)o1	2%	0%	-9%	3%	-7%[57.5 µM]	-8	·	19%	0%
CCOC(=O)c1cnc(-n2[nH]c(C)c(Cc3ccccc3)c2=O)[nH]c1=O	-11%	-14%	0%	-16%	-5%	-3	i	34%	4%
CC(NC(=O)c1ccccc1Cl)C(=O)OCc1cn2cc(Cl)ccc2n1 (stereo unspecified)	0%	-2%	8%	-8%	i	-2	i	-8%	-3%
CC(=O)Nc1ccc(NC(=O)c2nc(SCc3ccccc3C)ncc2Cl)cc1	·	?	·	?	i	·	·	17%	?
Cc1cc(C(=O)CN2C(=O)C(=O)N(C3CCCC3)C2=O)c(C)n1CCc1ccccc1	1%	-14%	-17%	-12%	-29%	-8	i	21%	?
CCOC(=O)N1CCN(C(=O)c2ccc3c(=O)n(Cc4ccc(Cl)cc4)c(=S)[nH]c3c2)CC1	6%	10%	1%	5%	-13%	6	i	·	2µM*
Nc1nnc(SCC(=O)Nc2ccc(Cl)cc2)s1	·	-12%	·	-18%	i	·	·	-10%	-20%
Cc1ccc(S(=O)(=O)NCCCNC(=O)N2CCOCC2)cc1	·	1%	3%	0%	-17%	16	·	1%	0%

Structures listed so far containing fluorine, in the order listed:
SMILES	aSyn yeast inh	TDP43 rescue	GLP1R ag	Abeta yeast res	PTHR1 ag	D3 antag	pAkt inh	FUS yeast rescue	GLP1R inv ag
O=S(=O)(NCC1CCCO1)c1ccc(S(=O)(=O)N(Cc2ccc(F)cc2)Cc2ccco2)cc1 (stereo unspecified)	0%	17%	0%	11%	-36%[inhibitor]	8	i	·	-2%
Cc1ccc(NC(=O)Cc2ncc(C(F)(F)F)cc2Cl)cc1Cl	3%	11%	-3%	23%	-21%	0	i	-5%	-29%
O=C(c1ccco1)N1CCN(Cc2ccc(F)cc2Cl)CC1	2%	6%	-2%	4%	-34%[inhibitor]	0	i	-9%	-4%
